# GRIN3A LBD mod: modulates the human NR3A ligand-binding domain | actives 2.5% (n = 340,000) | AID 1259313 | NR3A LBD differential scanning fluorimetry, Tm shift; 0% = protein alone, 100% = glycine-bound protein | Tm shift relative to glycine control, % at 25 µM;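 active = melting temperature shift of at least 10% of the positive control shift, at one fixed dose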
# hIAP act: human IAP activation | purified human IAP, CDP-Star luminescence, 30 min; active compounds read high; 1 = vehicle-only enzyme, 0 = enzyme-free background | activation factor at 10 µM | actives 0.16% (n = 330,000);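 active = activation factor of the enzyme at least 2-fold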; note: the source names both 10 and 20 µM as test concentration; values of inactives mirror those of a sister screen read the other way
# Target sequence (P09923 whole entry, looked up): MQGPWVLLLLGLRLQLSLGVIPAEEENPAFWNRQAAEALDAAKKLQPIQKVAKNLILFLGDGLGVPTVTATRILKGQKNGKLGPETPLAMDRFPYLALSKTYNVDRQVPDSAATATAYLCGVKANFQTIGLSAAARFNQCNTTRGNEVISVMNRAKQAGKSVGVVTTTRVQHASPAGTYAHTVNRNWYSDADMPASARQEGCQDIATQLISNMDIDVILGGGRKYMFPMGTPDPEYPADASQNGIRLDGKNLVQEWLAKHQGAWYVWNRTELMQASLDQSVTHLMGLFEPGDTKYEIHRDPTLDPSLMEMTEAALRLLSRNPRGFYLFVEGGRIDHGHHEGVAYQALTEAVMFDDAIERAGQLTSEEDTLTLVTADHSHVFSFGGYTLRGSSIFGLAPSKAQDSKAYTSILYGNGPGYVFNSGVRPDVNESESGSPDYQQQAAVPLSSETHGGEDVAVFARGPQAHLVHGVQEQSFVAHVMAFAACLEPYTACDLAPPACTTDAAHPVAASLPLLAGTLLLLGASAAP
# A3A deaminase: inhibitors of human APOBEC3A DNA deaminase; P31941; recombinant A3A, FAM/TAMRA ssDNA deamination fluorescence; inhibition, % at 20 µM; actives 0.41% (n = 330,000);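 active = at least 40% inhibition at 20 µM here, with at most 30% in a related deaminase screen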;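 note: plate controls were A3A with DMSO for no effect and wells lacking A3A enzyme for full effect; some results filed as inactive read as strong as hits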
# Target sequence (P31941 whole entry, looked up): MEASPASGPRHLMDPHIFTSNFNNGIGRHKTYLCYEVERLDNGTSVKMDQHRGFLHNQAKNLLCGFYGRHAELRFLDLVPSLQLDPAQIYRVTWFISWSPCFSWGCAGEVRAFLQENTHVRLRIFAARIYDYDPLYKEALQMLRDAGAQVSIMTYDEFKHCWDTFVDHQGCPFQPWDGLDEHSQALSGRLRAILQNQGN
# APOBEC3G inh: blocks human APOBEC3G single-stranded DNA deamination. AID 493012. actives 0.28% (n = 330,000). inhibition, % at 20 µM. Q9HC16. recombinant A3G, ssDNA deamination FAM/TAMRA fluorescence;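 active = inhibition of at least 40% at 20 µM, with no more than 30% in the related APOBEC3A deaminase screen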;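 note: plate controls were DMSO wells with A3G for no effect and wells lacking A3G enzyme for full effect; some compounds called inactive have numbers as strong as hits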
# Target sequence (Q9HC16 whole entry, looked up): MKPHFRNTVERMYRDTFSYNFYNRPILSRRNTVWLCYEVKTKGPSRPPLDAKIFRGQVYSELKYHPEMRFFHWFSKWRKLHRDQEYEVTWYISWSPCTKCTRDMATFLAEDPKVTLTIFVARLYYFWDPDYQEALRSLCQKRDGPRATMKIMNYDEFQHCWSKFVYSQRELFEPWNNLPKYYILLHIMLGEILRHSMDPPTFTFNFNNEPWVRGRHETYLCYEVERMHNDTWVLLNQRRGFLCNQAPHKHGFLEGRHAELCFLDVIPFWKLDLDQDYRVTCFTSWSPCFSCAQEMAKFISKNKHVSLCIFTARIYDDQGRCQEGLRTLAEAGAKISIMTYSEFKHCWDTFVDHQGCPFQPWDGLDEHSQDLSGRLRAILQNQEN
# mIAP act: mouse IAP activation | AID 2805 | activation factor at 10 µM | actives 0.24% (n = 330,000) | muIAP, CDP-Star luminescence, 30 min; active compounds read high; 1 = vehicle-only enzyme signal, 0 = enzyme-free wells;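 active = activation factor of at least 2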; note: the source names both 10 and 20 µM as test concentration; values of inactives mirror those of a sister screen read the other way
#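 Assay system: mouse IAP enzyme; reagent: chemiluminescent substrate CDP-Star; dosing: test compounds delivered from DMSO solution; schedule: 30 min at room temperature; measured by: luminescence from enzymatic CDP-Star hydrolysis; controls: DMSO-only wells and no-enzyme negative control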
# beta cell repl: inducers of beta-cell replication in MIN6 cells; MIN6 cells proliferation, ATPlite luminescence, 48 h; cells starved in 0.2% serum; 100% = growth in 10% serum; proliferation, % at 10 µM; actives 0.29% (n = 330,000); AID 2380;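 active = compounds whose signal lies at least 3.5 SD above the mean of all wells on their plate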;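 note: 0% = DMSO-treated cells in low-serum medium and 100% = 10% serum control; some compounds called inactive have numbers as strong as hits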
# mIAP inh: blocks mouse intestinal alkaline phosphatase | purified mouse IAP, CDP-Star luminescence, 30 min | AID 2806 | inhibition, % at 10 µM | actives 0.2% (n = 330,000);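 active = inhibition of at least 40% at 10 µM in the primary screen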;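 note: plate controls were DMSO with enzyme for no effect and no enzyme wells for full effect; values of inactives mirror those of a sister screen read the other way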
# hIAP block: blocks human intestinal alkaline phosphatase; P09923; purified IAP, CDP-Star luminescence, 30 min; inhibition, % at 10 µM; actives 0.12% (n = 330,000); AID 2544;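 active = inhibition reaching a set limit with compound at 10 µM in the primary screen, cut at about 35% in these data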;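 note: plate controls were DMSO wells with enzyme for no effect and no-enzyme buffer wells for full effect; values of inactives mirror those of a sister screen read the other way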
# MPTP block: permeability transition pore inhibition; isolated mouse mitochondria, Ca2+ swelling absorbance, 30 min; inhibition, % at 10 µM; actives 1.4% (n = 360,000); AID 602449;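 active = inhibition of 50% or more, scaled per plate between neutral and stimulator controls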;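 note: 0% = DMSO wells given calcium and 100% = 1 mM EGTA wells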
# The depositor's hits bear a star; · = not tested or not shown.
SMILES,GRIN3A LBD mod,hIAP act,A3A deaminase,APOBEC3G inh,mIAP act,beta cell repl,mIAP inh,hIAP block,MPTP block
CCOc1ccc(S(=O)(=O)N2CCNC(=O)C2)cc1,0,1,1,-4,1.1,-2,-9,-2,-0.6
COc1ccccc1/C=C/C(=O)Nc1ccc(S(=O)(=O)Nc2cc(C)on2)cc1,-10,1,-3,-6,0.97,1,3,0,0.5
O=C(Nc1ccccc1C(F)(F)F)Nc1cccc2ccccc12,-1,0.95,1,-2,1.2,0,-22,5,-0.5
CCC(C)NC(=O)CN(c1cc(Cl)cc(Cl)c1)S(C)(=O)=O (centres undefined),-1,1,-2,-9,1.2,-1,-17,-4,0.7
O=C(CSc1nc2c(sc3ccccc32)c(=O)n1CCCN1CCOCC1)NC1CCCC1,-2,0.97,1,1,1,2,-3,2,0.3
O=C1c2ccccc2C(=O)N1CCc1c[nH]c2ccccc12,0,0.97,-1,8,1.1,-4,-14,3,1.3
COc1cc(C#Cc2c(-c3ccccc3)n(C)c3ccccc23)cc(OC)c1,9,1,-1,0,1.1,-4,-6,-4,1.5
COC(=O)C1C/C(=N\NS(=O)(=O)c2ccc(C)cc2)c2sccc2C1 (centres undefined),-4,0.93,-4,-13,0.98,-2,2,7,0.0
Cc1ccc(S(=O)(=O)N2CCN(C(=O)COC(=O)C3CC3C)CC2)c(C)c1 (centres undefined),2,1,-4,-3,0.98,2,2,0,-0.5
CCCNC(=O)c1ccc(COc2cccc3ccccc23)o1,-3,1.2,-4,-9,1,-4,-5,-21,1.6
COc1cccc(CNC(=O)C2CCN(c3cnccn3)CC2)c1,1,1,-2,-5,1,-4,0,-2,1.0
Cc1ccc(C(=O)OCC(=O)c2c[nH]c3ccccc23)cc1S(=O)(=O)N1CCCCC1,25*,1,4,2,1,0,-2,0,2.8
CC(C)NC(=O)CSc1nnc(-c2ccncc2)n1-c1ccccc1,-5,1.1,-1,-5,1,-1,-4,-13,-2.1
O=C(NCCCn1ccnc1)c1cccc(S(=O)(=O)Nc2ccc(Br)cc2)c1,-4,1,2,10,1.1,2,-7,-2,-1.7
NC(=O)c1nsc(C(=O)N(Cc2ccccc2Cl)C(C(=O)NCC2CCCO2)c2ccc(O)cc2)c1N (centres undefined),-1,0.9,-6,-5,0.9,0,10,10,-0.7
CCOCCCN(C(=O)CCC(=O)Nc1cc(C)on1)C(C(=O)NC(C)(C)CC)c1cccc(OC)c1OC (centres undefined),1,1.1,3,-3,1.1,0,-13,-10,-0.3
O=C(O)c1ccccc1N=Cc1c(O)n(-c2nccs2)c(=O)c2ccccc12,-4,0.86,-4,-6,0.98,-1,2,14,-0.5
CN1CCN(S(=O)(=O)c2ccc(N3CCN(c4ccccc4Cl)CC3)nc2)CC1,-1,0.88,1,-4,1,-3,-1,12,-0.9
CC(C)C[C@H]1CN=C(Nc2ccccc2)N1CCc1cccc(F)c1,-1,0.93,0,-7,1.2,-4,-23,7,1.0
O=C(O)c1ccccc1Nc1cccc(C(F)(F)F)c1,-17,0.92,1,1,0.9,-3,10,8,-3.2
COc1ccc(-c2noc(CCC(=O)N3CCN(c4cccc(C(F)(F)F)c4)CC3)n2)cc1,-14,1,0,-1,1.1,-4,-11,-3,-1.0
COc1ccc(Nc2nc3ccc(C)cc3cc2C#N)c(OC)c1,0,0.9,-2,-6,1,2,0,10,1.6
Nc1c(C(=O)Nc2cccc(F)c2)nnn1-c1ccc2c(c1)OCCO2,3,1.1,-2,-8,0.96,-1,4,-10,0.9
CCCc1cc(=O)[nH]c(SCCOC(=O)c2ccccc2)n1,3,1,-2,-4,0.91,-2,9,-2,-0.9
Cn1cc(P(=O)(N2CCOCC2)N2CCOCC2)cc1P(=S)(N1CCOCC1)N1CCOCC1,1,1.1,-2,-2,0.96,-2,4,-7,-3.2

# Part of the list above, with each value named.
> CCOc1ccc(S(=O)(=O)N2CCNC(=O)C2)cc1
- GRIN3A LBD mod = 0
- hIAP act = 1
- A3A deaminase = 1
- APOBEC3G inh = -4
- mIAP act = 1.1
- beta cell repl = -2
- mIAP inh = -9
- hIAP block = -2
- MPTP block = -0.6
> Cc1ccc(S(=O)(=O)N2CCN(C(=O)COC(=O)C3CC3C)CC2)c(C)c1 (centres undefined)
- GRIN3A LBD mod = 2
- hIAP act = 1
- A3A deaminase = -4
- APOBEC3G inh = -3
- mIAP act = 0.98
- beta cell repl = 2
- mIAP inh = 2
- hIAP block = 0
- MPTP block = -0.5

# Going on with the list:
SMILES,GRIN3A LBD mod,hIAP act,A3A deaminase,APOBEC3G inh,mIAP act,beta cell repl,mIAP inh,hIAP block,MPTP block
COc1ccc(CCCc2nnc(SCC(=O)Nc3cccc(C)c3)o2)cc1,-12,0.88,-3,-5,1.1,-3,-11,12,5.0
CCC(C)NC(=O)CCn1c(-c2ccccc2)cc(C(C)=O)c1C (centres undefined),2,1,-2,-7,1,0,-4,-2,-1.5
Cn1c(N)c(C(=O)/C=C/c2ccccc2)c(=O)[nH]c1=O,1,1,-2,-4,0.96,1,4,-2,-0.2
Cc1cc(C(=O)OC2CCOC2=O)c2ccccc2n1 (centres undefined),-1,1.1,4,6,1,-2,-5,-13,0.5
FC(F)(F)C(Oc1nc(Nc2ccc(Cl)cc2)nc(N2CCOCC2)n1)C(F)(F)F,-2,1.1,1,0,0.99,-5,1,-9,1.7
O=C(c1ccc(F)cc1)C(CN1CCOCC1)c1ccccc1 (centres undefined),1,1,-4,-4,0.96,-4,4,-1,-0.9
Cc1ccc(S(=O)(=O)N(C)CC(=O)Nc2nnc(CC(C)C)s2)cc1,0,1.3,1,-7,0.9,3,10,-26,-1.3
CCCCCCN=CC1=C(O)C(C(=O)OC)C(C)(C)CC1=O (centres undefined),0,0.97,1,-5,1.1,-3,-6,3,-0.1
N#CC1=C(N)Oc2cc(N)ccc2C1c1ccc(Cl)cc1 (centres undefined),-8,1.2,-2,-1,0.97,-3,2,-21,2.7
COC(=O)c1c(C)[nH]c(C(=O)/C=C/c2ccccc2Cl)c1C,3,0.94,0,0,0.98,-6,2,6,14
CCCn1c(N2CCN(C(=O)N3CCCCC3)CC2)nc2ccccc21,-1,0.97,-1,-4,1.1,-1,-10,3,0.2
CC(Oc1ccc(F)cc1)C(=O)Nc1sc2c(c1C(=O)NCc1cccnc1)CCCC2 (centres undefined),-6,0.92,0,-7,0.97,-5,3,8,3.7
CCOCCCNC(=O)C(NC(=O)c1ccccc1O)c1ccccc1 (centres undefined),-3,0.95,-4,-8,1,2,0,5,0.5
O=C(CSc1nnc(COc2ccccc2)o1)N1CCCC1,-2,0.92,-5,-14,0.88,-1,12,8,2.5
O=C(NC1CCCCC1)c1cc(-c2ccccn2)nc2ccccc12,-1,0.87,1,-3,0.89,-2,11,13,-0.1
O=C(NCc1ccc(Cl)cc1)Nc1ccc(F)cc1,-1,0.92,0,-9,1.2,1,-21,8,5.0
O=C(CSc1nc2cc([N+](=O)[O-])ccc2n1-c1ccccc1)NCc1ccc2c(c1)OCO2,-13,1.1,6,1,0.81,-3,19,-10,9.2
COc1ccc(CN(C(=O)CNC(=O)c2ccco2)C(C(=O)NCC2CCCO2)c2ccccc2)cc1 (centres undefined),1,1,-3,-5,1,0,-2,-4,0.9
C/C(=N\Nc1ccc(C(=O)O)cc1)c1ccc(S(=O)(=O)NCc2ccco2)cc1,-2,1.1,-6,-4,1.2,0,-22,-7,0.8
CCOC(=O)N/N=C(/C)c1ccc(N2C(=O)C3CCCCC3C2=O)cc1 (centres undefined),-1,0.96,-1,-16,1,0,-4,4,0.2
NC(=O)Nc1ccc(C(=O)OCC(=O)Nc2cccc(S(=O)(=O)NC3=NCCC3)c2)cc1,1,0.89,1,-1,0.97,0,3,11,0.1
Cc1onc(-c2ccccc2Cl)c1C(=O)N1CCN(C(=O)c2ccco2)CC1,3,0.87,3,9,1,-2,-4,13,0.8
O=C(CCS(=O)(=O)c1ccc(F)cc1)Nc1nnc(-c2ccco2)o1,-2,0.96,2,-6,1,-4,-5,4,-1.5
CSc1ccc(S(=O)(=O)N2CCC(C(=O)N3CCc4ccccc4C3)CC2)cc1,1,0.96,0,-4,1.1,3,-9,4,-1.8
COc1cc(OC)cc(-c2nn[nH]n2)c1,2,1,3,3,1,2,-3,-5,-0.9
# Going on with the list.
SMILES,GRIN3A LBD mod,hIAP act,A3A deaminase,APOBEC3G inh,mIAP act,beta cell repl,mIAP inh,hIAP block,MPTP block
CC1CC(=O)Nc2ccccc2N1C(=O)CN1C(=O)C(=O)N(C)C1=O (centres undefined),0,1.1,0,-1,0.95,-1,5,-12,0.8
COc1ccc(-c2ccc(SCC(=O)NC3CCCCC3)nn2)cc1,-1,1,-1,-2,1,-3,-1,-4,0.3
C/C(Cc1ccccc1)=N\NC(=O)CNC(=O)/C=C\c1ccccc1,-2,0.81,2,2,0.98,0,2,19,-0.6
O=C(NCCN1CCOCC1)c1cc(-c2ccc(Cl)cc2Cl)on1,0,1,-3,-8,1.1,-3,-7,-2,-3.0
CC1CN(CC(O)COc2ccc(C#N)cc2)CCN1CC(O)COc1ccc(C#N)cc1 (centres undefined),0,0.93,-3,-10,0.92,0,8,7,-0.1
O=C(Nc1ccccc1)c1ccc2ccccc2n1,2,0.97,4,-4,0.99,-2,1,3,0.2
O=C(CCN1CCN(c2ccccc2)CC1)NNC(=O)Cc1ccccc1Cl,-1,1.1,2,-6,1.1,3,-8,-7,-0.2
C[N+](C)(C)CCCCCC[N+](C)(C)C,0,0.88,-1,-7,0.94,-2,6,12,-2.9
Cc1nn(-c2ccccc2)nc1-c1nnc(-c2ccc(C(F)(F)F)cc2)o1,-2,1.1,0,7,1.1,-2,-5,-6,-1.1
CCN(CC)c1ccc(CNC23CN4CN(CN(C4)C2)C3)cc1,3,0.94,-4,-8,1,-2,-1,6,-0.4
COc1ccc(OC(=O)/C=C/c2ccc([N+](=O)[O-])cc2)cc1,-4,0.81,-2,-1,0.91,-5,9,19,-1.1
Cc1noc(C)c1C(=O)OCC(=O)NC(=O)NC12CC3CC(CC(C3)C1)C2,-3,1.1,1,0,0.99,4,1,-8,1.2
O=[N+]([O-])c1ccccc1NC1CCN(Cc2ccccc2)CC1,3,1,-1,-1,0.92,1,8,-2,1.9
Cc1cc(NC(=O)CN2CCN(C/C=C/c3ccccc3)CC2)c([N+](=O)[O-])cc1C,2,1,4,0,0.88,0,12,-4,0.8
CCOC(=O)c1nn(-c2ccc3c(c2)OCO3)cc1O,-1,1.1,-1,-3,0.88,-4,12,-13,-3.2
CS(=O)(=O)N1CCc2cc(C(=O)N3CCOCC3)ccc21,8,0.71,1,1,0.99,1,1,29,-1.8
O=C1c2ccccc2C(=O)C12OC2c1ccc(Cl)cc1 (centres undefined),·,0.97,1,-3,0.88,-3,12,3,·
CCOc1cc(N2CCOCC2)c(OCC)cc1NC(=O)CN1CCc2ccccc2C1,0,1.2,-8,-4,0.95,-1,5,-25,-5.8
O=S(=O)(Nc1cccc(Oc2ccc(Cl)cc2)n1)c1ccc(F)cc1,2,0.95,-3,-7,0.92,-2,8,5,2.3
O=C1/C(=C/c2cccs2)Cc2ccccc21,2,0.96,-1,-2,0.98,0,2,4,1.0
COc1ccccc1C(=O)N1CCN(S(=O)(=O)c2ccccc2)CC1,0,1.2,-4,-1,1,-3,-5,-15,0.1
O=C(Nc1cccc(Cl)c1)N1CCCCCC1,-1,0.62,-4,-3,0.99,1,1,38*,1.4
Cc1cnc(C(=O)NC(Cc2ccccc2)c2ccccc2)cn1 (centres undefined),1,0.94,-2,-6,0.92,0,8,6,0.0
CCc1ccc2oc(-c3ccc(OC)cc3)cc(=Nc3cccc(C(=O)O)c3)c2c1,1,0.84,-3,-5,0.97,-3,3,16,-0.3

# Source: PubChem
